MRP resist rev: compounds reversing MRP-mediated drug resistance; H69AR cells + 2 uM doxorubicin, CellTiter-Glo, 72 h; differential viability (reversal), % at 10 µM; 85,000 tested, 0.04% active; AID 602;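 active = viability drop by adding the cancer drug above about 55%, with treated viability meeting a 40% cutoff, limit read from the data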;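 note: viability without doxorubicin minus viability with 2 µM doxorubicin for each compound; larger differential means the compound sensitizes cells more to doxorubicin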
PLAP inhibitors HTS: PLAP enzyme inhibitors, biochemical, luminescence, HTS (AID 690) | purified PLAP, luminescent substrate; higher % means a stronger effect | inhibition, % at 20 µM; hits with a dose series show IC50 in µM | 96,000 tested, 0.08% active; in the data active = a potency from the dose series; inactive = the rest, 99 in 100 with inhibition below about 30%; note: strong numbers were not always called active
IL1B NFkB pot: enhances IL-1B driven NFkB nuclear translocation. HUVEC IL-1B NFkB p65 nuclear translocation imaging. activation, % at 2 µM. 94,000 tested, 0.3% active. AID 819;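 active = activation above 40%, about the mean plus 3 SD, also judged a hit on visual image review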;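 note: percent activation is computed from the nuclear over cytoplasmic p65 intensity ratio; values of inactives mirror those of a sister screen read the other way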
Bcl-B displacement: displacers of TR3 peptide from Bcl-B, primary screen, selectivity assay for Bfl-1 inhibitor project, biochemical, fluorescence polarization; FP displacement of FITC-TR3 peptide from Bcl-B; higher % means a stronger effect; one-dose displacement, % at 20 µM; IC50 in µM for titrated hits; 96,000 tested, 0.11% active; AID 748;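 active = displacement above 50% at 20 µM plus a fluorescence interference ratio under 1.5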;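 note: plate controls were wells without compound for no effect and wells lacking Bcl-B protein for full effect; a part of the inactive calls stands beside numbers as strong as those of hits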
IL1B NFkB inh: blocks IL-1B driven NFkB nuclear translocation in HUVEC cells; HUVEC IL-1B NFkB p65 nuclear translocation imaging; inhibition, % at 2 µM; 94,000 tested, 0.43% active;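 active = inhibition above about 30% together with a positive call from visual inspection of the well image, limit read from the data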;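 note: nuclear over cytoplasmic p65 intensity ratio measured by imaging; 0% = IL-1B stimulated DMSO wells and 100% = unstimulated DMSO wells; values of inactives mirror those of a sister screen read the other way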
MRP resist rev cytotoxicity: second read-out of MRP resist rev, no call of its own (marks repeat the call); viability, %; H69AR cells, CellTiter-Glo, 72 h; measured here: cytotoxicity without doxorubicin
MRP resist rev with doxorubicin: second read-out of MRP resist rev, no call of its own (marks repeat the call); viability, %; measured here: viability with 2 uM doxorubicin; hits give low values
IL1B NFkB inh cell count 2 µM: further read-out of IL1B NFkB inh, marked with its call; cell count; measured here: cells passing quality filter;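 raw number of nuclei counted in each imaged well without normalization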
IL1B NFkB pot cell count 2 µM: second read-out of IL1B NFkB pot, no call of its own (marks repeat the call); cell count; measured here: cells passing quality filter
An asterisk follows results filed as active; · = not tested or not shown. Some of the compounds tested; the hit share may differ from the screen's.

mol	MRP resist rev	MRP resist rev cytotoxicity	MRP resist rev with doxorubicin	PLAP inhibitors HTS	IL1B NFkB pot	IL1B NFkB pot cell count 2 µM	Bcl-B displacement	IL1B NFkB inh	IL1B NFkB inh cell count 2 µM
Cc1nnc(N2CCN(c3ccccc3)CC2)c2nn(-c3ccccc3F)c(C)c12	-26	61	87	·	12	146	·	-12	146
CCN(CC)c1ccc(Nc2nc(N3CCOCC3)c3ccccc3n2)cc1	2	32	30	-9%	-3	130	14%	3	130
N#Cc1ccc(-c2ccccc2)nc1SCC(=O)c1cc2ccccc2oc1=O	·	·	·	-36%	4	183	-1%	-4	183
O=C(Nc1nc2ccccc2[nH]1)c1ccc(F)cc1	-15	44	59	-6%	3	134	-4%	-3	134
COc1cccc(/C(O)=C2/C(=O)C(=O)N(Cc3ccco3)C2c2ccncc2)c1 (stereo unspecified)	2	94	91	15%	7	98	-6%	-7	98
Cc1c(C(=O)OC2CCCC2)[nH]c2c1C(=O)CC(c1ccco1)C2 (stereo unspecified)	-24	28	53	-26%	·	·	13%	·	·
O=C(Nc1ccc(N2CCCC2)cc1)C(Cl)c1ccccc1 (stereo unspecified)	-18	22	40	-20%	·	·	-14%	·	·
C=CCNC(=O)COc1ccc(S(=O)(=O)NC2CCCCC2)cc1	8	100	92	8%	6	160	-3%	-6	160
CCn1c(SCC(=O)Nc2cc(NC(C)=O)ccc2OC)nnc1-c1cccnc1	9	89	80	-9%	2	119	-6%	-2	119
O=C(Nc1ncn[nH]1)c1ccc([N+](=O)[O-])cc1[N+](=O)[O-]	·	·	·	-68%	8	102	0%	-8	102
CNc1nc(-c2ccccc2)nc(-c2ccccc2)c1C#N	9	95	86	1%	-1	67	-4%	1	67
O=C(Oc1ccc(Cl)cc1N1C(=O)CCC1=O)c1ccco1	14	89	76	1%	4	117	-5%	-4	117
CCCCSc1nnc(C)c(=O)[nH]1	2	93	91	-10%	5	106	-1%	-5	106
O=C(CSc1nc2ccccc2c(=O)n1NC(=O)Cc1ccccc1)NCc1ccccc1Cl	·	·	·	0%	-6	182	-5%	6	182
COc1ccc(C(=O)Cn2c3ccccc3n3nc(CCC(=O)O)c(=O)nc23)cc1OC	-2	89	92	-40%	19	190	11%	-19	190

Three entries out of the list above, ordered by their value in Bcl-B displacement, ascending.
| Molecule | Bcl-B displacement |
| --- | --- |
| O=C(CSc1nc2ccccc2c(=O)n1NC(=O)Cc1ccccc1)NCc1ccccc1Cl | -5% |
| CNc1nc(-c2ccccc2)nc(-c2ccccc2)c1C#N | -4% |
| C=CCNC(=O)COc1ccc(S(=O)(=O)NC2CCCCC2)cc1 | -3% |

(list continues)
mol	MRP resist rev	MRP resist rev cytotoxicity	MRP resist rev with doxorubicin	PLAP inhibitors HTS	IL1B NFkB pot	IL1B NFkB pot cell count 2 µM	Bcl-B displacement	IL1B NFkB inh	IL1B NFkB inh cell count 2 µM
CCc1ccc2c(c1)cc(CN(C(=S)Nc1ccccc1Cl)C1CC1)c1nnnn12	·	·	·	-2%	·	·	4%	·	·
Cc1ccnc(SCC(=O)N2CCN(C(c3ccccc3)c3ccccc3)CC2)n1	-17	92	108	-58%	1	139	-5%	-1	139
Cc1nnc(NC(=O)CSc2nnc(-c3ccoc3C)n2CC(C)C)s1	8	90	83	-24%	-2	103	-2%	2	103
CCn1c(=O)cc(OCC(=O)NC2CCCCC2)c2ccccc21	19	85	66	-30%	0	154	5%	0	154
CS(=O)(=O)Nc1ccccc1C(=O)N1CCN(c2ccccc2)CC1	8	110	102	-38%	-25	197	2%	25	197
O=C(Nc1cccc(C(=O)N2CCCCCC2)c1)c1ccco1	6	95	89	12%	-14	26	-4%	14	26
Fc1ccccc1CSc1nc2ccccc2[nH]1	-2	99	100	0%	4	144	0%	-4	144
CC1(C)CC(=O)C2=C(C1)N(Cc1ccccc1)C(=O)C2(NC(=O)C(C)(C)C)C(F)(F)F (stereo unspecified)	3	93	90	-41%	-4	188	-8%	4	188
c1ccc2ncc(-n3cnnn3)cc2c1	-5	87	92	24%	20	114	3%	-20	114
CCOC(=O)c1cccc(NC(=O)CCc2nc(-c3ccc(C)cc3)no2)c1	-12	84	96	-1%	26	137	6%	-26	137
Cc1cc(C)n(-c2ccc(C(=O)OCC(=O)Nc3ccc(Cl)c(S(=O)(=O)N(C)C)c3)cc2)n1	16	108	92	-42%	12	168	-16%	-12	168
Cc1cccc(NC(=O)CCN2CC(C)OC(C)C2)c1 (stereo unspecified)	4	100	95	-22%	-6	161	-2%	6	161
CC1CN(Cc2cc(=O)[nH]c(C3CC3)n2)CC(C)O1 (stereo unspecified)	·	·	·	-19%	-4	120	1%	4	120
CCCNS(=O)(=O)c1ccc(OC)c(Cl)c1Cl	0	85	85	1%	17	55	1%	-17	55
CC(=O)Nc1ccc(NC(=O)Cn2c(-c3ccc(F)cc3)cnc2SCC(=O)Nc2c(C)cccc2C)cc1	·	·	·	-3%	4	154	3%	-4	154
COc1ccc(-n2c(SCC(=O)NC3CCCCC3)nc3ccsc3c2=O)cc1	19	81	63	8%	3	163	-2%	-3	163
CCOc1ccc(C2Nc3cccc4cccc(c34)N2)cc1OC	26	91	64	·	-1	140	·	1	140
CCOC(=O)CNC(=O)c1c(C)nn(-c2ccccc2)c1Cl	7	92	85	9%	2	115	-7%	-2	115
O=C(c1ccc(S(=O)(=O)N2CCCCC2)cc1)N1CCN=C1SCc1cccnc1	10	99	90	6%	22	179	-5%	-22	179
CC(=O)CCc1c(C)c2cc(C)ccc2[nH]c1=O	11	91	79	17%	38	69	14%	-38	69
O=C(CCSCCC(=O)NCc1cccs1)NCc1cccs1	-2	92	95	-21%	·	·	14%	·	·
CCOC(=O)CSc1nc(-c2ccccc2)nc2ccc(F)cc12	·	·	·	8%	12	96	-10%	-12	96
CCS(=O)(=O)N1CCN(Cc2ccccc2OC)CC1	·	·	·	-19%	-2	154	3%	2	154
Cc1ccc(/C=N/NC(=O)Cc2c[nH]c3ccccc23)c(C)c1	·	·	·	8%	-3	166	3%	3	166
CCC(=O)Nc1ccc(SC#N)cc1C	·	·	·	15%	-3	154	-2%	3	154
COc1ccc(Cc2nnc(SCC(=O)c3ccc(OC)cc3)o2)cc1	·	·	·	10%	7	182	2%	-7	182
CCOC(=O)c1c(C)[nH]c(C=Nc2ccccc2)c1O	-6	78	84	8%	9	176	-6%	-9	176
CC1=C2C(CCS2(=O)=O)CC2(C1)C(=O)OC(C)(C)OC2=O (stereo unspecified)	7	91	84	11%	12	176	4%	-12	176
C=CCN1C(=O)CN=C1Nc1cccc(C)c1	-13	83	96	20%	12	124	-9%	-12	124
COc1ccc(N2CCC(CNS(=O)(=O)c3cccc(C(F)(F)F)c3)C2)cc1 (stereo unspecified)	8	100	92	-18%	10	122	-12%	-10	122

A few values from the entries so far.
CCS(=O)(=O)N1CCN(Cc2ccccc2OC)CC1 in IL1B NFkB pot cell count 2 µM → 154
CCC(=O)Nc1ccc(SC#N)cc1C in IL1B NFkB inh → 3
CCOC(=O)c1c(C)[nH]c(C=Nc2ccccc2)c1O in PLAP inhibitors HTS → 8%

Carrying on:
mol	MRP resist rev	MRP resist rev cytotoxicity	MRP resist rev with doxorubicin	PLAP inhibitors HTS	IL1B NFkB pot	IL1B NFkB pot cell count 2 µM	Bcl-B displacement	IL1B NFkB inh	IL1B NFkB inh cell count 2 µM
CCN(Cc1ccncc1)C(=O)c1cccc(S(=O)(=O)N2CCOCC2)c1	2	77	75	-24%	·	·	1%	·	·
CCCCCCn1c(=O)c(-c2ccccc2)c(O)c2ccccc21	23	100	77	-45%	-4	199	4%	4	199
CN=C1S/C(=C\c2ccc(Sc3ccc(Cl)cc3)o2)C(=O)N1C	·	·	·	15%	10	187	2%	-10	187
CCc1ccc(NC(=O)COC(=O)CN2C(=O)COc3ccccc32)cc1	·	·	·	-7%	-7	187	-3%	7	187
O=C(Nc1ccc(OC(=O)c2ccccc2)c(-c2nc3ccccc3s2)c1)c1ccccc1	·	·	·	4%	3	113	-4%	-3	113
O=C(OCc1ccc(F)cc1Cl)c1ccccn1	3	86	82	-1%	5	91	-11%	-5	91
Fc1cccc(NC(=S)Nc2ccc(Br)cc2)c1	·	·	·	8%	-4	146	0%	4	146
Cc1c(Br)c([N+](=O)[O-])nn1C(C)C(=O)Nc1nccs1 (stereo unspecified)	·	·	·	-12%	-10	106	4%	10	106
c1ccc(CNCc2ccc3c(c2)OCO3)nc1	9	96	87	·	-7	87	·	7	87
CC(O)Cn1ccccc1=N (stereo unspecified)	1	97	96	4%	18	115	1%	-18	115
O=C1CC(N2CCN(c3cccc(C(F)(F)F)c3)CC2)C(=O)N1c1ccccc1F (stereo unspecified)	-7	89	97	-64%	-13	144	-2%	12	144
CNc1oc(Cc2ccccc2)nc1S(=O)(=O)c1ccccc1	16	98	82	0%	2	118	-6%	-2	118
COCC(=O)Nc1ccccc1C(=O)NC(C)C	7	88	81	11%	11	116	2%	-11	116
COC(=O)C1=C(N)Oc2cc(C)oc(=O)c2C1c1cccnc1 (stereo unspecified)	3	99	96	8%	-5	114	-5%	5	114
COc1ccccc1OCCNC1CCCC1	·	·	·	6%	-4	166	-9%	4	166
CCCCCC(O)CCc1n[nH]c(=S)n1-c1ccccc1 (stereo unspecified)	·	·	·	-20%	10	116	-5%	-10	116
Cc1ccc(-n2c(=O)[nH]cc(C(=O)N3CCc4ccccc43)c2=O)cc1	3	104	100	4%	·	·	1%	·	·
COC(=O)c1cccc(NC(=S)NCc2ccc(Cl)cc2)c1	·	·	·	16%	-6	138	-5%	6	138
COc1ccccc1C=NC(CO)C(O)c1ccc([N+](=O)[O-])cc1 (stereo unspecified)	5	94	89	5%	18	164	-12%	-18	164
CCCS(=O)(=O)N1CCN(S(=O)(=O)c2ccc(F)cc2)CC1	-7	93	100	·	-1	120	·	1	120
CCn1c(SCC(=O)Nc2cc(OC)c(OC)c(OC)c2)nnc1-c1cccs1	-3	81	84	-68%	8	180	-1%	-8	180
O=C(NCc1cccs1)c1ccc2c(c1)OCCO2	10	93	83	1%	-5	107	-5%	5	107
N#Cc1cnn(-c2nc(SCc3ccccc3)nc3sc4c(c23)CCCC4)c1N	15	96	81	7%	33	115	-4%	-33	115
COc1ccc(CNC(=O)C(c2ccncc2)N(C(=O)Cc2cccs2)c2ccc(C)cc2)cc1 (stereo unspecified)	·	·	·	-42%	-2	140	2%	2	140
CCOC(=O)c1cc(-c2ccc(F)cc2)n(CC(=O)N2CCCC2)c1C	-3	76	80	-38%	-5	181	-4%	4	181

Compound activity (PubChem BioAssay)
